Screens: PubChem, several laboratories
PKA-R1A act – PKA-R1A complex activation | P00514+P68181 | PKA-R1A dissociation, Cy5-IP20 fluorescence polarization; scaled: DMSO 0%, 113 µM cGMP 100% | activation, % at 11.4 µM | 340,000 compounds, 0.083% hits | AID 504707;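 active = percent activation above the mean of all tested compounds plus 3 SD, cut at about 19% in these data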;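 note: higher means more PKAc released from R1A so a rise in polarization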
OPRM1-OPRD1 ag – agonists of human mu-delta opioid receptor heterodimerization; activation, % at 9.3 µM; cells, OPRM1-OPRD1 heterodimerization, luminescence; 340,000 compounds, 0.3% hits; P35372+P41143; in the data active = activation above about 18%;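 note: 0% = vehicle-treated cells and 100% = reference agonist; values of inactives mirror those of a sister screen read the other way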
Target sequence (P35372 whole entry, looked up): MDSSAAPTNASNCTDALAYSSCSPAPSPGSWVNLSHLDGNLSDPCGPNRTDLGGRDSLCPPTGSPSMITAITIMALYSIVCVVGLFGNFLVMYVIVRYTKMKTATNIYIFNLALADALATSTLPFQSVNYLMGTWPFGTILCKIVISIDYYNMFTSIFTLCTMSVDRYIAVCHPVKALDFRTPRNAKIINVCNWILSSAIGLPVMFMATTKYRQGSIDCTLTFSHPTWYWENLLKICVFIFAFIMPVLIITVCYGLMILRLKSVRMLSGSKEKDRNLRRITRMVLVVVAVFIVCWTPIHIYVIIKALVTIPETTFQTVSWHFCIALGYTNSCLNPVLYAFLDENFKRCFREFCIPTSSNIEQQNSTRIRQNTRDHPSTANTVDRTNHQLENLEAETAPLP
Target sequence (P41143 whole entry, looked up): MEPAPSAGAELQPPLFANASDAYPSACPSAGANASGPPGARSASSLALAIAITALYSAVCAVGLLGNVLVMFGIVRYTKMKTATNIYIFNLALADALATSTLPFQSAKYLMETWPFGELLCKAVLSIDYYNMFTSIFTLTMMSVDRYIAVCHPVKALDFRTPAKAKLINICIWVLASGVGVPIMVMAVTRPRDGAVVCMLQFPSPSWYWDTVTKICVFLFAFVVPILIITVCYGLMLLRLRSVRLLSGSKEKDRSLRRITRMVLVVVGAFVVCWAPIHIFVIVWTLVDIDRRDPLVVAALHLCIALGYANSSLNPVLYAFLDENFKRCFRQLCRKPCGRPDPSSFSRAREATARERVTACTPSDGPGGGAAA
Arrestin-AP2 inh – inhibitors of human beta-arrestin and AP2 interaction; FITC-arrestin peptide / GST-AP2 beads, flow cytometry; AP2 beta2 appendage carries R879A mutation; inhibition, % at 10 µM; 340,000 compounds, 0.31% hits; AID 504490;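 active = inhibition above a set limit, near 3 SD of compounds lacking own fluorescence, cut at about 54% in these data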;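 note: plate controls were DMSO wells for no effect and 5 µM unlabelled arrestin peptide for full effect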
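system = GST-tagged AP2 beta2-adaptin appendage (R879A) on 4 µm glutathione beads | reagent = FITC-labelled arrestin peptide probe, 50 nM final | schedule = compound with beads 12 min RT, then probe 1 h RT | signal = HyperCyt-sampled flow cytometry, FL1 channel, ex 488/em 535 nm | read-out = percent response from loss of bead-bound FITC fluorescence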
Ecoli viability – bacterial growth inhibition, counter-screen for AddAB inhibitors; 330,000 compounds, 0.27% hits; inhibition, % at 11.9 µM; E. coli V3065 growth, OD600 absorbance, 18 h;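 active = inhibition above the campaign's mean inhibition across all tested compounds plus 3 SD, cut at about 9.9% in these data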;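 note: uninfected addAB+ strain grown without phage in ampicillin broth; 0% = DMSO wells and 100% = ciprofloxacin 0.95 µg/ml wells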
PfHsp90 set2 – inhibits growth of yeast expressing Plasmodium falciparum Hsp90; S. cerevisiae expressing PfHsp90, BacTiter-Glo ATP, 48 h; yeast lacking PDR1 and PDR3 efflux regulators; inhibition, % at 9.4 µM; 310,000 compounds, 0.32% hits; AID 504621;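 active = every replicate shows inhibition above about 80%, whatever the replicate mean, limit read from the data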;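 note: 0% = DMSO neutral controls and 100% = 20 µM radicicol positive controls; yeast relying on Plasmodium falciparum Hsp90 in place of its own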
phage Ecoli inh – E. coli growth loss with phage present; growth absorbance; inhibition, % at 11.9 µM; 360,000 compounds, 0.26% hits; AID 651602; in the data active = inhibition above about 11%
SUMO Mot1 rescue – inhibitors of SUMOylation pathway: yeast Mot1-301 growth rescue; S. cerevisiae Mot1-301 growth rescue, ATP luminescence, 38.5C; percent above DMSO median, 100 means doubled; growth rescue, % at 18.8 µM; 320,000 compounds, 1% hits; AID 2716;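 active = every valid replicate shows activation above 250% relative to neutral control wells; inactive = the rest, any valid replicate at or below 250%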;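 note: OY570 slx delta 5 strain wells were the positive control but not used for scaling; some compounds called inactive have numbers as strong as hits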
Tat export inh – blocks Tat-dependent protein export in E. coli; E. coli MC4100 TorA-mCherry Tat export, fluorescence; inhibition, % at 10 µM; 340,000 compounds, 0.036% hits;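 active = mean replicate inhibition at least 50% and at least half of replicates individually reaching 50%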;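 note: exported cargo escapes ClpAP degradation while cytoplasmic cargo is degraded and loses fluorescence; 0% = median of neutral control wells and 100% = median of NaSCN control wells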
OPRM1-OPRD1 inv – mu-delta opioid heterodimer inverse agonism. cell-based MOR-DOR heterodimer luminescence. 340,000 compounds, 0.21% hits. inhibition, % at 9.3 µM. P35372+P41143; in the data active = inhibition above about 22%, passing the limit was not always enough;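 note: 0% = cells with DMSO and 100% = wells without cells with DMSO; values of inactives mirror those of a sister screen read the other way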
AddAB inh – less growth of phage-infected E. coli with AddAB; 330,000 compounds, 0.29% hits; E. coli expressing H. pylori AddAB, absorbance growth; inhibition, % at 11.9 µM; in the data active = inhibition above about 12%;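 note: 0% = vehicle wells of infected cells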
DSG3 Ab inh – inhibitors of pemphigus antibody binding to human desmoglein-3 | DSG3-coupled beads, scFv-anti-DSG3-GFP binding, flow cytometry; hits give low values | binding (percent of control), % at 10 µM | 310,000 compounds, 0.48% hits;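 active = binding more than 3 SD below its plate's average and above zero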;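 note: hits lower antibody fragment binding to DSG3; some compounds called inactive have numbers as strong as hits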
Active calls of the source: *; · = no result given.

SMILES	PKA-R1A act	OPRM1-OPRD1 ag	Arrestin-AP2 inh	Ecoli viability	PfHsp90 set2	phage Ecoli inh	SUMO Mot1 rescue	Tat export inh	OPRM1-OPRD1 inv	AddAB inh	DSG3 Ab inh
COCCNc1oc(-c2ccc(Cl)cc2)nc1C#N	-8	-2.9	-4	·	2	0.8	·	2	14	·	·
CCOc1ccc2nc(NC(=O)CSc3nc4ccccc4c(=O)n3Cc3ccco3)sc2c1	-8	-1.7	25	0.4	3	2.5	-7	5	10	0.9	·
O=C1NC(=O)c2cc3ccccc3cc21	-4	-3.3	-7	1.6	-19	0.2	8	-6	13	-0.1	103
CCOC(=O)c1ccc(S(=O)(=O)N2CCN(C(=O)CSc3nc4ccccc4o3)CC2)cc1	1	3.6	1	0.7	-6	1.0	-19	9	-19	4.8	106
O=S(=O)(Nc1ccc(N=Nc2ccc(O)c3ccccc23)cc1)c1ccccc1	-6	0.9	37	-1.0	19	3.1	204	0	-5	2.1	121
CC(OC(=O)c1ccc(S(=O)(=O)N2CCCCC2)cc1)C(=O)NC1CCCCC1C (stereo unspecified)	4	0.8	-4	1.6	-44	4.8	-5	4	-4	1.2	109
O=C(CCN1C(=O)/C(=C/c2ccccc2Cl)SC1=S)Nc1ccccn1	-1	-1.9	12	0.8	-7	0.2	72	-1	9	3.7	107
COc1ccccc1NC(=O)Cn1c(=O)n(C)c(=O)c2sc3c(c21)COC(C)(C)C3	-5	0.5	-14	1.7	3	0.2	-9	-3	-2	3.9	130
CC1=C(C(N)=O)C(c2cccs2)n2ncnc2N1 (stereo unspecified)	-3	-1.8	22	1.4	16	-0.2	·	-3	9	-0.3	89
CCN(C[C@H]1N[C@@](C)(C(=O)OC)[C@H]2C(=O)N(C)C(=O)[C@@H]12)S(=O)(=O)c1ccc(C(F)(F)F)cc1	-8	-1.6	-5	-0.4	42	-0.2	-5	6	8	2.0	97
Cc1ccc(-c2ccc(C(=O)Nc3cccc(F)c3)o2)c2ccccc12	1	4.5	-10	-1.0	5	2.2	193	-1	-25	3.3	102
O=C(O)c1ccc2c(=O)n3c(nc2c1)/C(=C/c1ccc(Cl)c([N+](=O)[O-])c1)CC3	-2	-2.5	-11	1.6	-10	1.4	54	0	13	4.5	107
CC1(C)CC(=O)C(C=NCCN2CCN(C(=O)c3ccccc3)CC2)=C(O)C1	1	-4.6	8	-0.2	·	1.6	2	3	23	1.0	94
COc1ccc(C(=O)Nc2cccc(C(=O)Nc3cc(C)ccn3)c2)cc1	-15	-0.6	29	·	-18	2.9	·	-4	3	·	101
COc1cccc(/C=C/C(=O)OCC(=O)c2c[nH]c3ccccc23)c1	5	7.1	-6	2.5	-12	2.6	·	1	-31	2.3	103
O=C(O)c1ccc(N/N=C/c2ccc(-c3cc(Cl)ccc3Cl)o2)cc1	7	0.4	-3	0.3	-39	1.7	13	-2	-2	0.5	105
CCn1c(SCC(=O)Nc2ccccc2)nnc1-c1ccc(S(=O)(=O)N2CCOCC2)cc1	-3	-1.1	23	-0.8	·	2.0	-6	6	6	2.9	96
CCc1ccc(OCC(=O)Nc2cccc3c2CCCC3)cc1	6	8.9	-3	-1.8	4	4.0	6	-8	-45	6.3	94
O=c1[nH]c(CN2CCN(S(=O)(=O)c3ccc4c(c3)OCCO4)CC2)nc2sc3c(c12)CCCC3	0	-0.5	4	-2.1	15	1.0	1	6	2	2.3	97
O=C(NCCc1c[nH]c2ccccc12)c1cnc2n(c1=O)CCS2	0	-2.5	-1	-1.5	-20	0.8	148	-5	14	-2.5	102
Cc1cc(C(=O)OCCN2C(=O)c3ccccc3C2=O)c2ccccc2n1	-6	-1.9	25	0.3	-21	2.4	-15	-12	10	3.8	103
Cn1nc(-c2ccccc2)cc1NC(=O)CCCC(=O)O	-5	-1.9	11	0.7	-10	1.9	1	-7	10	2.5	119
Cc1cccc(N(CC(=O)NC2CCCCC2)C(=O)c2csnn2)c1	1	-0.1	-3	-1.5	-36	0.6	-14	9	1	3.6	96
Cc1cc(C(=O)N2CCN(c3ccccn3)CC2)no1	-7	-1.0	6	-2.5	-25	2.0	4	-1	6	-1.1	105
CCc1nccn1CCC(=O)N1CCCC(N2CCN(c3cccc(Cl)c3)CC2)C1 (stereo unspecified)	-8	0.1	4	·	-8	3.3	5	3	-1	·	105
CCOC(=O)N1CCN(S(=O)(=O)c2ccc(C(=O)N(CCN(CC)CC)c3nc4ccc(C)cc4s3)cc2)CC1	-1	-3.7	-7	-0.7	-23	1.8	4	-13	12	0.3	106
CCOc1ccc(C(=O)Nc2ccccc2N2CCCC2)cc1	-11	3.2	14	0.0	-8	1.2	4	-4	-18	-0.2	·
COc1ccc(-c2[nH]ncc2CN2CCC(C(=O)N3CCOCC3)CC2)c(F)c1	-2	-0.1	0	0.0	6	0.2	-6	3	0	1.9	100
COc1cccc(C(=O)NCC2CCN(c3ccc(S(=O)(=O)N4CCOCC4)cc3)CC2)c1	-6	-1.0	1	0.8	-8	2.5	-6	5	5	2.4	127
O=S(=O)(c1ccc(N2CCN(c3ccc(F)cc3)CC2)cc1)N1CCCC1	3	-0.8	8	-0.7	-25	0.3	7	-3	4	0.2	91
COc1ccc(CN2C(=O)c3ccccc3C2=O)cc1	-3	-3.5	8	0.3	-11	2.1	-8	-2	17	3.8	120
O=[N+]([O-])c1cccc(C=NNC(=S)NC23CC4CC(CC(C4)C2)C3)c1	-14	-0.4	10	·	-52	0.8	·	14	2	·	103
CN(C(=O)COC(=O)CCC1CCCCC1)c1c(N)n(Cc2ccccc2)c(=O)[nH]c1=O	-1	-2.0	-47	-0.9	-25	4.7	173	-2	11	-0.3	125
Cc1c(NC(=O)c2ccc(NS(=O)(=O)c3cccc([N+](=O)[O-])c3)cc2)c(=O)n(-c2ccccc2)n1C	1	-2.6	-5	·	-2	1.2	·	-5	10	·	106
CCc1c(OC(C)=O)c2ccccc2n(C)c1=O	-4	0.0	9	-1.4	27	3.9	-5	6	0	1.2	78
CC1CCN(CCn2c(=S)[nH]c3cc4c(cc3c2=O)OCO4)CC1	-5	-1.8	4	3.5	·	-1.8	0	-1	9	1.5	114
Cc1cc(F)ccc1NC(=O)c1cnccn1	-9	0.1	19	-0.9	30	4.0	·	-7	-1	-0.6	105
O=C(COC(=O)c1cncc(Br)c1)NCC1CCCO1 (stereo unspecified)	-4	-2.1	2	1.5	-1	3.7	3	4	11	-0.1	107
CS(=O)(=O)N1CCN(Cc2ccc(C(F)(F)F)cc2)CC1	-4	-0.6	17	-0.3	-2	-3.4	-24	4	3	3.2	99
O=C1CC(C(=O)NCc2ccccc2)N=C(N2CCCCC2)N1 (stereo unspecified)	5	-2.5	20	-1.4	-16	2.5	0	0	15	2.2	·
O=C(CCCN1C(=O)/C(=C/c2cccs2)SC1=S)NNC(=O)c1ccncc1	-6	4.4	-3	-0.4	-23	4.7	9	-5	-28	0.0	99
O=C(Cc1cccs1)NCc1ccc(F)cc1	3	-0.2	10	-1.4	-10	1.6	16	-2	1	3.3	·
CCCCn1c(-c2ccco2)n[nH]c1=S	-5	-1.3	6	-1.6	-3	-0.7	·	-9	7	-0.6	113
CCOc1ccc(C(C)=O)cc1CSc1nnc(-c2cccs2)n1CC1CCCO1 (stereo unspecified)	1	-2.6	0	1.2	8	2.8	823	5	14	-4.2	101
O=C(Nc1nc2ccc(Cl)cc2s1)C1CC1	-1	2.1	1	2.5	-18	1.6	72	2	-11	3.8	105
C=CCSc1nc(C)c(CC(=O)OCCCC)c(=O)[nH]1	-10	-1.0	20	2.2	-30	3.0	11	-5	6	3.4	99
Cc1ccc(NS(=O)(=O)c2cc(C(=O)NCc3cccnc3)ccc2C)cc1	-2	-3.0	-7	·	1	3.4	-15	2	17	·	103
CCOC(=O)C1=C(c2ccccc2)NC(=O)NC1c1cccc(OC)c1OC (stereo unspecified)	-5	-2.4	6	-1.0	7	1.8	4	-4	12	3.3	·
CN(C)c1ccc(C(=O)OCc2ccccc2)cc1	1	2.2	2	-0.9	0	4.1	·	-1	-12	-0.9	·
O=C(C1=COCCO1)N1CCN(S(=O)(=O)c2cccc(Cl)c2Cl)CC1	-11	-1.6	-8	-0.6	-19	2.3	-9	-3	9	0.5	102

The list goes on.
SMILES	PKA-R1A act	OPRM1-OPRD1 ag	Arrestin-AP2 inh	Ecoli viability	PfHsp90 set2	phage Ecoli inh	SUMO Mot1 rescue	Tat export inh	OPRM1-OPRD1 inv	AddAB inh	DSG3 Ab inh
Cc1c(C)n(Cc2ccccc2)c2ncnc(N)c12	-4	0.8	4	-2.4	-22	0.2	10	-8	-5	-0.5	·
CCc1nc(-c2ccc(C)nc2OC)no1	-4	1.6	6	0.1	-10	2.8	103	5	-10	1.1	98
Cc1ccc(NC(=O)CSc2nnc(-c3cnccn3)n2-c2ccccc2)cc1	0	0.9	-4	0.4	4	1.6	-15	4	-5	-0.6	107
CC(=O)Nc1ccc(SCC(=O)c2cc(C)n(-c3ccccc3)c2C)cc1	-6	-3.1	-2	-3.4	-28	1.5	4	-2	18	-1.8	96
CCCCn1c(N)c(N(CC(C)C)C(=O)C2CCN(S(=O)(=O)c3ccc(Cl)cc3)CC2)c(=O)[nH]c1=O	9	-0.8	-7	0.6	13	3.1	4	3	5	1.9	95
O=C(COC(=O)c1cc2ccccc2oc1=O)c1cccc([N+](=O)[O-])c1	-11	-9.2	-3	-1.7	-21	0.5	0	-3	47*	-1.9	93
Cc1cccc(-n2c(-c3ccc(Br)o3)n[nH]c2=S)c1	4	-3.3	-18	-0.6	9	1.3	-4	-3	16	2.3	107
O=S(=O)(NC(=NCc1ccccc1)c1ccccc1F)c1ccccc1	-11	1.0	-1	0.5	22	1.7	-4	-2	-5	-1.0	109
CCC(C)(C)NC(=O)C(c1ccccc1)N(Cc1cccs1)C(=O)Cn1nnc2ccccc21 (stereo unspecified)	-6	1.6	-11	-5.4	17	1.8	-4	-4	-9	0.5	96
O=C(OCC(=O)N1CCCC1)c1cc([N+](=O)[O-])ccc1Cl	-13	2.1	26	1.1	50	1.0	8	7	-13	2.5	93
COC(=O)CCC(=O)N1CCc2cc(S(=O)(=O)N3CCN(c4ccccc4Cl)CC3)ccc21	-7	-4.0	18	·	17	-0.1	·	7	16	·	103
